hcDAF12 agonist: activates DAF-12 receptor from parasite H. contortus | HEK293 hcDAF-12 lit1-tk-luc reporter, luminescence; 0% DMSO, 100% Δ7-dafachronic acid | activation, % at 6.8 µM | 370,000 tested, 1.4% active;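 active means activation above the mean of all tested compounds plus 3 SD, cut at about 5.5% in these data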;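 further: 100% = response to 3 µM Δ7-dafachronic acid high control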
PLC-gamma1 inh: blocks human PLC-gamma1 enzyme activity | P19174 | purified PLC-gamma1, fluorogenic substrate, fluorescence | inhibition, % at 12.2 µM | 370,000 tested, 0.84% active | AID 720700; in the data active means inhibition above about 9.5%
DAX1 inh-1: NR0B1 (DAX1) inhibition | P51843 | HEK293 Gal4-DAX1 luciferase reporter, luminescence | inhibition, % at 6.75 µM | 340,000 tested, 0.99% active | AID 504766;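 active means inhibition above the mean over all tested compounds plus 3 SD, cut at about 4.2% in these data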;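 further: 0% = DAX1-transfected cells with DMSO and 100% = empty-vector control cells with DMSO; inhibition shows as a rise in luminescence from relieved DAX1 repression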
Target sequence (P51843 207-470 limits assumed): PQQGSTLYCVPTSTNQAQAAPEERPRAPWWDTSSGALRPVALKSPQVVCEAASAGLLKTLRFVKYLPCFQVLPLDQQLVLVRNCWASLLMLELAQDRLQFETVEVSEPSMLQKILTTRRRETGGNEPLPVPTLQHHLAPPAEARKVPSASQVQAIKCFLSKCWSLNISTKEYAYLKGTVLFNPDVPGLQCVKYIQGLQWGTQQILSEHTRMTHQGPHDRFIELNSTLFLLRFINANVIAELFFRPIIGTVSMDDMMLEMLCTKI
hgDAF-12 ag: activates the H. glycines DAF-12 receptor ligand-binding domain; 370,000 tested, 1.8% active; HEK293 GAL4-hgDAF12 UAS-luciferase reporter, agonist luminescence; normalized to butyrate control; AID 687014; activation, % at 6.8 µM;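 active means activation above a cutoff set at the mean of all screened compounds plus 3 SD, cut at about 10% in these data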;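 further: 0% = DMSO wells and 100% = sodium butyrate wells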
PLCb3 inh: inhibitors of human phospholipase C beta3; Purified PLC-beta3, fluorogenic substrate, fluorescence; Q01970; 370,000 tested, 0.18% active; AID 720704; inhibition, % at 12.2 µM; in the data active means inhibition above about 11%;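 further: 0% = median of compound wells on plate and 100% = full blocker control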
FXN GAA850 act: frataxin GAA850 promoter activation. HEK293 lucGAA850 FXN promoter luciferase reporter, 24 h; percent of 10 µM SAHA response. activation, % at 6 µM. 360,000 tested, 0.56% active;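 active means activation above the average of all compounds screened plus 3 SD, cutoff fixed separately per campaign, cut at about 7.5% in these data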;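 further: 0% = DMSO wells and 100% = 10 µM SAHA wells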
ADAM10 inh: inhibits human ADAM10; O14672; recombinant ADAM10, EDANS/DABCYL FRET peptide cleavage, 3 h; inhibition, % at 7 µM; 370,000 tested, 0.62% active; AID 720582;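 active means inhibition above a per-campaign cutoff equal to the mean of compounds falling between control-based bounds plus 3 SD, cut at about 20% in these data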;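 further: 0% = DMSO wells while the 100% control is not disclosed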
sPLA2-III inh: Blocks human group III sPLA2 activity | Q9NZ20 | QFRET BODIPY PC-A2 liposome hydrolysis, fluorescence | inhibition, % at 12.2 µM | 370,000 tested, 0.56% active | AID 743126;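 active means inhibition above mean plus 3 SD of compounds lying within the high and low control bounds, cut at about 19% in these data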;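 further: 0% = median of test compound wells and 100% = no enzyme DMSO wells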
ADAM17 inh: ADAM17 inhibition, QFRET primary screen | P78536 | recombinant ADAM17, EDANS/DABCYL FRET peptide cleavage | inhibition, % at 6.95 µM | 370,000 tested, 0.83% active | AID 720648;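 active means inhibition above the mean of compounds lying between control limits plus 3 SD, set per campaign, cut at about 8.5% in these data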;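 further: 0% = DMSO-only wells as the low control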
Target sequence (P78536 215-824 limits assumed): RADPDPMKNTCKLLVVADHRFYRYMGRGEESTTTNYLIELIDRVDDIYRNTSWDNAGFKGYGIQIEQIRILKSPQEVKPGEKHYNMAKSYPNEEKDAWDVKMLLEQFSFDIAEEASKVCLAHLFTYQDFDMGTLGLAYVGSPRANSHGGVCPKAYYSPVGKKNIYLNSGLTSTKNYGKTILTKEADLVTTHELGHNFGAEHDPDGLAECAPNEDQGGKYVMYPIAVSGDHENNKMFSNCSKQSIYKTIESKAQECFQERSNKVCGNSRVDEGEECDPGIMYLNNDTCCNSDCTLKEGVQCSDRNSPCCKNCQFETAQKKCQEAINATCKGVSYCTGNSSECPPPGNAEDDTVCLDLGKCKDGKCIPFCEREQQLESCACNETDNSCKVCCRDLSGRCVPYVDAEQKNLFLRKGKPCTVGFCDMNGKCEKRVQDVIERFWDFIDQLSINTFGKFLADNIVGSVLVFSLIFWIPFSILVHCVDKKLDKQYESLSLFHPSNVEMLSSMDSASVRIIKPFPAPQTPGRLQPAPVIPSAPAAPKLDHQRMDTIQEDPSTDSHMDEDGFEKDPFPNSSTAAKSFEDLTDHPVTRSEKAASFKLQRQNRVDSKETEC
DAX1 inh-2: DAX1 (NR0B1) inhibition, primary screen | HEK293T StAR-luciferase reporter, SF-1/DAX-1 repression relief | AID 652010 | 370,000 tested, 1.1% active | inhibition, % at 6.8 µM;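 active means inhibition above the mean over all tested compounds plus 3 SD, cut at about 3.6% in these data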;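 further: 0% = DAX-1 cells with DMSO and 100% = cells lacking DAX-1 with DMSO; higher inhibition means more luminescence from relief of DAX-1 repression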
ssDAF-12 act: activates DAF-12 receptor from parasite S. stercoralis | HEK293 ssDAF-12/GRIP1 lit1-tk-luc reporter, luminescence; % of 3 µM dafachronic acid response | activation, % at 6.8 µM | 370,000 tested, 1% active | AID 652126;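 active means activation above the mean over all tested compounds plus 3 SD, cut at about 0.9% in these data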;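 further: 0% = DMSO-only wells and 100% = 3 µM delta7-dafachronic acid wells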
Active calls of the source: *; i = inactive; x = not tested or not shown.

SMILES	hcDAF12 agonist	PLC-gamma1 inh	DAX1 inh-1	hgDAF-12 ag	PLCb3 inh	FXN GAA850 act	ADAM10 inh	sPLA2-III inh	ADAM17 inh	DAX1 inh-2	ssDAF-12 act
CN(C)C(=O)N(CCCN1CCOCC1)Cc1cccc2ccccc12	-2.4	-10	x	0.4	-5	-0.2	4	-3	-1	0.2	-2.0
CC(C)(C)NS(=O)(=O)c1ccc2nc(NC(=O)c3ccc(N4C(=O)CCC4=O)cc3)sc2c1	-1.8	-5	-1.0	1.1	-15	-1.6	-12	-12	-6	-1.0	-1.3
COc1ccccc1NS(=O)(=O)c1cc(C(=O)NCc2ccncc2)ccc1C	-0.9	0	0.1	-0.4	-8	0.5	-4	-2	-3	1.5	-1.2
CC1=Nc2ccccc2/C1=C/c1sc(=S)n(-c2cccc(C(=O)O)c2)c1O	-0.8	-31	-1.0	-0.4	-52	1.0	10	-63	-1	-0.5	-0.8
Cc1scc(C(=O)N/N=C/c2ccco2)c1C	0.5	1	1.4	9.8	1	0.2	-2	-4	0	1.5	-0.3
Cc1cc(C(=O)Nc2c(C)nn(Cc3ccc(Cl)cc3)c2C)no1	-1.8	0	-2.1	-0.7	-3	-1.3	-4	2	-4	-1.3	-1.7
CCOCC(=O)Nc1ccccc1C(=O)O	-0.5	2	1.0	-1.0	-4	-0.4	3	7	-1	-0.7	-1.0
CCOC(=O)c1c(C)oc2c1c(C(c1ccccc1)N1CCOCC1)c(O)c1ccccc12 (configuration not stated)	11*	-3	4.2*	13*	-6	0.4	-2	-8	1	4.0*	1.0*
COCCNC(C)C(=O)C12CC3CC(CC(C3)C1)C2 (configuration not stated)	0.2	-1	-0.1	1.9	-1	2.1	-2	1	-7	-0.4	-1.2
C=CCn1c(-c2ccc(S(=O)(=O)N3CCOCC3)cc2)csc1=Nc1ccccc1	-1.2	-2	-1.6	-0.4	-5	-2.0	-10	-3	-2	0.2	-1.2
Cc1ccc(C(=O)NCC(c2ccco2)N2CCc3ccccc32)cc1C (configuration not stated)	2.7	2	-0.1	-1.9	-7	-0.5	-11	12	3	0.2	-1.2
S=C(NC1CCCCC1)N1CCc2ccccc2C1	-3.2	9.9*	-1.3	-3.7	3	1.8	0	12	3	-1.4	-0.9
O=C(N/N=C/c1cc(Br)c(Br)o1)C(O)c1ccccc1 (configuration not stated)	1.5	-5	-1.1	4.2	-3	3.5	4	3	-2	0.2	-0.6
CCc1ccccc1NC1Nc2cc(C)nn2S1 (configuration not stated)	-0.3	-3	-1.1	-3.4	-4	-0.4	-8	12	-3	-0.7	-1.6
O=C(CN1CCN(C(=O)c2cncn2-c2ccccc2)CC1)Nc1ccccc1Cl	-1.1	2	-0.5	-1.2	-1	0.8	-1	3	-1	-0.1	-1.6
CCN(CC(=O)Nc1ccc2c(c1)OCCO2)S(=O)(=O)c1ccccc1	-1.3	0	0.1	0.6	-9	-0.1	1	5	-8	-0.1	-0.3
CN(C)CCCNC(=O)c1ccc(/C=N/O)nc1	-1.0	8	0.1	3.7	3	0.3	9	11	1	0.1	-1.5
Cc1ccc(N2CCN(c3ncccc3[N+](=O)[O-])CC2)c(C)c1	-1.2	-2	2.9	-0.7	-6	0.1	-4	4	-2	-0.6	-1.8
O=C(O)c1ccc(S(=O)(=O)c2ccc3c(c2)C(=O)N(CC2CCCO2)C3=O)cc1 (configuration not stated)	-0.9	1	0.6	-0.5	3	-2.6	3	4	-2	0.1	-0.8
Cc1ccccc1-c1cc2nc(NCCOc3ccccc3Cl)n(C)c(=O)c2s1	1.2	1	x	0.1	2	-0.6	0	-2	-6	-0.3	-1.1
CC(C)(C)NC(=O)CCCSc1nc2ccccc2s1	2.1	6	-0.2	6.7	1	1.7	-10	2	2	2.3	-0.8
Cn1c2c(c3ccccc31)CCN1CCC[C@]21c1ccccc1	2.0	1	0.0	0.0	-1	-5.7	-5	6	-4	0.0	-0.4
COc1ccc(Cn2c(N)c(C#N)c3nc4ccccc4nc32)cc1	0.5	i	-0.2	-3.3	i	1.5	i	-31	i	-1.0	-1.1
O=C(CN1C(=O)c2cccc([N+](=O)[O-])c2C1=O)N1CCc2ccccc2C1	1.5	1	0.1	3.1	2	-1.0	3	-2	0	-0.5	-1.7
Cc1ccccc1OCc1n[nH]c(=S)n1-c1cccc(Cl)c1	-0.5	-1	-0.4	0.8	-7	0.9	18	7	3	-0.6	-1.3
CC1(C)C[C@H]2C3=CCC4[C@@]5(C)CC[C@H](O)[C@](C)(CO)C5CC[C@@]4(C)[C@]3(C)CC[C@@]2(C)[C@H](O)[C@@H]1O (some centres not stated)	-1.2	2	-0.4	-1.2	7	0.9	-6	-4	-1	0.6	-1.6
O=C(CCl)c1ccc2[nH]c(=O)oc2c1	0.7	-1	-0.9	2.5	4	5.8	0	1	-2	-0.8	-0.6
Cc1ccc(OCC(=O)Nc2ccc3oc(=O)ccc3c2)c(C)c1	0.3	-14	-1.8	-0.3	-16	-0.2	-16	-10	-7	-0.6	-0.5
Cc1cc(NC(=O)C(C)SCC(=O)Nc2ccccc2N2CCCCC2)no1 (configuration not stated)	-0.8	-4	-1.9	-0.9	0	2.4	-2	-8	-1	-0.8	-1.0
CCN(c1ccccc1)S(=O)(=O)c1ccc2[nH]c(=O)[nH]c2c1	0.3	-5	0.6	-3.1	-5	3.5	-5	-6	-6	-0.2	-0.6
COc1ccc(OC)c(C2=NOC(C(=O)Nc3ccccc3SC)C2)c1 (configuration not stated)	-0.3	-1	-1.0	-2.0	-8	1.0	-24	2	-5	0.1	-0.1
COc1cc(-c2noc(C)c2C(=O)N[C@@H](CO)Cc2ccccc2)cc(OC)c1OC	1.4	0	-0.4	-1.3	0	1.8	-10	1	-4	0.1	-1.3
COc1ccc(CNc2nc(NCc3ccc(OC)cc3)n(C(=O)c3ccccc3[N+](=O)[O-])n2)cc1	-0.6	-1	0.9	0.6	4	3.1	6	-25	3	-0.6	-1.2
O=C(C1CCCCC1)N1C[C@@H](n2cc(-c3ccc(F)cc3)nn2)[C@H](O)C[C@@H]1c1ccccc1	-2.7	0	1.7	0.7	4	-3.6	0	-8	1	-0.5	-1.4
Cc1ccc(NCc2nnc(SCC(=O)N3CCc4ccccc43)n2C)cc1	1.4	2	0.5	-0.7	1	3.2	0	-4	-2	-0.3	-1.8
CCOC(=O)c1cc(-c2cccc(O)c2)oc1C	9.8*	1	x	14*	-2	x	4	-18	1	6.2*	3.3*
Cc1ccsc1C(=O)N/N=C/c1ccc([N+](=O)[O-])cc1	6.2*	2	2.9	14*	-1	4.4	-1	0	1	2.0	-0.3
Cc1ccc(C)c(S(=O)(=O)N2CCCOC2CNC(=O)C(=O)NCCCn2ccnc2)c1 (configuration not stated)	0.5	-3	-0.4	0.7	0	0.8	0	-9	-2	0.0	-1.2
Cc1cccc(NS(=O)(=O)c2c(C)n[nH]c2C)c1	-0.9	2	-0.5	-1.1	0	-0.9	-4	8	1	0.5	-1.2
CC(=O)Nc1ccc(S(=O)(=O)N(C)CC(=O)NCCC2=CCCCC2)cc1	-1.6	0	-0.7	-2.5	-4	-2.3	1	2	2	0.6	-0.9
CCOc1ccc(C(=O)CCC(=O)NN2CCCCC2)cc1	-0.7	2	-0.2	0.1	-4	1.8	-15	5	-3	-0.1	-1.1
CC(C)C(OC(=O)c1cccs1)C(=O)NCc1ccc2c(c1)OCO2 (configuration not stated)	0.3	0	0.8	1.6	1	2.1	4	-5	0	0.3	-0.9
CCOC(=O)c1c(NC(=O)COC(=O)CCOc2cc(C)ccc2C)sc(C(=O)N(C)C)c1C	-1.2	0	0.6	-1.8	-6	1.2	2	-5	5	2.4	-1.5
CCOc1ccc(Oc2ccccc2NC(=O)CCc2nc3ccccc3c(=O)[nH]2)cc1	-1.4	1	1.7	-4.2	-2	-2.3	-14	0	-3	-1.6	-1.2
CCOc1ccc(NC2=NC(C(=O)NCc3ccccc3)CC(=O)N2)cc1 (configuration not stated)	-1.9	1	-0.5	-0.3	3	0.9	-2	7	6	0.4	-0.5
Cc1ccc2c(c1)cc1c(=O)[nH]ncn12	0.2	-14	0.4	5.2	-17	3.0	-88	1	-26	1.5	-0.8
CCn1nc(NS(=O)(=O)c2ccc([N+](=O)[O-])cc2)c2cc3ccc(C)cc3nc21	1.8	1	-0.1	2.5	-5	3.3	-19	0	-2	0.6	-0.1
CCn1cc(CN2CCc3c([nH]c4ccccc34)C2c2cccc(OC)c2OC)c(C)n1 (configuration not stated)	2.2	-67	-0.1	-0.9	-75	-1.4	-31	-5	-11	-0.3	-0.2
Cc1ccc(NC(=O)Cn2ncc3c([nH]c4ccccc43)c2=O)cc1Cl	1.5	2	0.6	3.3	0	-0.2	-5	-4	-2	-0.2	-1.2
Nc1nnc(SCc2nc3scc(-c4ccccc4)c3c(=O)[nH]2)s1	-2.9	-6	-1.8	-2.4	-16	-4.4	-3	9	1	-0.2	-1.6
COc1ccc(-c2nn(-c3ccccc3C)cc2CNCCc2cnc[nH]2)cc1F	-1.8	-1	0.6	-2.6	1	1.3	0	-22	-2	0.4	-1.5
CC(C)c1cc(C(=O)N2CCN(C(c3ccccc3)c3ccccc3)CC2)no1	-1.6	0	0.4	-2.7	2	0.9	7	-12	4	0.3	-0.5
CC(Sc1ccc2nnc(-c3ccc(F)cc3)n2n1)C(=O)O (configuration not stated)	1.2	-70	1.3	0.1	-90	0.2	-84	4	-20	0.4	-0.7
O=c1c2ccccc2nc2n1C(CSCc1ccc(Cl)cc1Cl)CS2 (configuration not stated)	-1.5	3	-0.8	-0.6	4	-4.3	-6	-4	-6	-0.2	-1.6
Cc1ccc(S(=O)(=O)N(C)Cc2ccc(C(=O)N/N=C/c3ccc(OC(F)F)cc3OC(F)F)cc2)cc1	-6.8	6	-4.5	-13	-4	-2.8	15	3	-4	-3.7	-3.2
Cc1csc(SCC(=O)NCc2ccccc2)n1	-0.6	-2	-0.1	0.4	-5	-1.2	-4	-1	-4	-0.7	-1.2
O=C(Nc1ccc(Br)cc1)c1cccc(S(=O)(=O)Nc2cnc3ccccc3c2)c1	-3.3	-15	-2.8	-0.9	-17	-0.2	13	-111	5	-0.4	-1.4
Cc1cc(C)cc(NC(=O)CCN2CCOCC2)c1	-1.7	-2	2.7	-1.1	-5	0.6	-1	-2	-3	0.5	-0.7
COc1ccc(CNCc2cccn2C)cc1	-1.6	-1	-0.9	-0.3	-4	0.4	-9	4	-5	-0.2	-1.0
